HCV inh = inhibitors of hepatitis C virus infection; Huh7.5.1 HCVcc-Cre infection, luciferase reporter, 44 h; Potency, µM (series often up to 41.8 µM), inactives show top-dose activity change, negative = inhibition, actives largely listed as inhibitors; 3.4% of 340,000 active; further: potency means the concentration at half of the fitted maximal effect
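Antiviral activity was scored by luciferase reporter output from cells infected with HCVcc-Cre (~0.5 moi) in presence of compound, 44 h infection period, cells seeded 1,000/well 4 h prior.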
AMA1 RON2 block = AMA1-RON2 (P. falciparum) interaction inhibition. Potency, µM (highest dose often 58.2 µM), for inactives: top-dose activity change, negative = inhibition, hits mostly inhibitors. AlphaScreen AMA1-biotinylated RON2 peptide binding. 0.2% of 360,000 active;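 further: potency means the concentration at half of the fitted maximal effect; 0% = vehicle wells and -100% = peptide control; nearly all actives have a fitted effect of over 45% in size; some results filed as inactive show a strong effect at the top dose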
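AMA1 (3D7) with his tag at 25 nM final met compounds first, then biotinylated RON2 peptide at 25 nM; detection used donor plus acceptor beads, 10 µg/mL apiece, read by AlphaScreen after 30 min at room temperature.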
AmpC no deterg = inhibitors of E. coli AmpC beta-lactamase without detergent; P00811; AmpC nitrocefin hydrolysis, absorbance 480 nm, 0.0001% Triton; Potency, µM (top dose mostly 57.1 µM), without a hit: at the highest dose activity change, negative = inhibition, most hits filed as inhibitors; 0.52% of 330,000 active;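 further: potency means the concentration at half of the fitted maximal effect; plate controls were no compound for no effect and no enzyme for full effect; nearly all actives have a fitted effect of over 20% in size; some results filed as inactive show a strong effect at the top dose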
Target sequence (P00811 whole entry, looked up): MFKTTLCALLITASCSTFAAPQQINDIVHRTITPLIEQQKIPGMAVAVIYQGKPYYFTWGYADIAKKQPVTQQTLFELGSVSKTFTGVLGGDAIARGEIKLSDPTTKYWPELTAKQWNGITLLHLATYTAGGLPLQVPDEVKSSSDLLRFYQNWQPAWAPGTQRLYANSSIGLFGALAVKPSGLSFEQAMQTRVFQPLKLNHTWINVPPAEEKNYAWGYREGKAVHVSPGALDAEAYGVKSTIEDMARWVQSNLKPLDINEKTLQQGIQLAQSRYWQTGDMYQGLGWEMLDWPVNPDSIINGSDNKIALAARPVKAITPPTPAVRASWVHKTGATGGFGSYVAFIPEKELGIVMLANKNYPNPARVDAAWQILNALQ
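20 mM phosphate pH 7.0 + 0.01% (detergent screen) or 0.0001% Triton X-100; 5.3 nM AmpC reagent; cpd preinc 15 min RT; nitrocefin (800 uM stock) to start; A480 q20 s × 4 min; Activity was normalised to no-enzyme and no-compound control wells.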
Tb PYK inh = blocks Trypanosoma brucei pyruvate kinase. Q57TT1. TbPYK enzyme, Kinase-Glo Plus ATP luminescence, 45 min. Potency, µM (highest dose often 76.8 µM), for inactives: at the highest dose activity, negative = inhibition, actives largely listed as inhibitors. 0.12% of 410,000 active; further: potency means the concentration at half of the fitted maximal effect; nearly all actives have a fitted effect of over 50% in size
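Assay buffer: 50 mM TEA pH 7.2, 100 mM KCl, 10 mM MgCl2, 0.05% BSA, 0.01% Tween-20. Pyruvate kinase from T. brucei plus substrate met compound, then ADP (130 uM final). Luminescence was read post 45 min RT.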
HCMV antiviral = human cytomegalovirus inhibition; HFF cells, HCMV-luciferase reporter, 72 h; active compounds read low; activity change, negative = inhibition, % at 57.5 µM; 4.5% of 410,000 active; in the data active means activity change below about -60%; inconclusive means no clear call, values can overlap the other calls; inactive means above about -39%
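Compounds were evaluated in HFFs infected with an HCMV luciferase reporter virus (MOI 1 PFU/cell). Luciferase in lysates collected 72 h post infection served as the replication measure.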
LmPK inh = LmPK (Leishmania mexicana) enzyme inhibition; purified LmPK, Kinase-Glo ATP luminescence, 1 h; Potency, µM (doses to about 57.5 µM), without a hit: at the top dose activity change, negative = inhibition, actives largely listed as inhibitors; 0.37% of 290,000 active; AID 1721; further: potency means the concentration at half of the fitted maximal effect
Target sequence (Q27686 whole entry, looked up): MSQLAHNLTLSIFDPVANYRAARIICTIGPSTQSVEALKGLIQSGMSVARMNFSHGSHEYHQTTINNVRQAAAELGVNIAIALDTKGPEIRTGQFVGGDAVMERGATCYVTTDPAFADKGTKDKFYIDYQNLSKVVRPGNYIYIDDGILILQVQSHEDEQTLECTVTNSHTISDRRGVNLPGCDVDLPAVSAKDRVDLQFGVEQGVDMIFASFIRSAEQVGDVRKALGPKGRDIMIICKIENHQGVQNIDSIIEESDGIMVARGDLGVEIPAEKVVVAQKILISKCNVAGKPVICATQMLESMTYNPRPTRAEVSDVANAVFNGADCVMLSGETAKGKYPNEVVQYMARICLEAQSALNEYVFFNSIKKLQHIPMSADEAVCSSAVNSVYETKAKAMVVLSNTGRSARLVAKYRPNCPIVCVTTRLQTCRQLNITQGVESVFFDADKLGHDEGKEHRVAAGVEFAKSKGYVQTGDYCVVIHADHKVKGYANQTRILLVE
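Purified LmPK (0.1 nM) with 0.5 mM PEP and 0.1 mM ADP in imidazole buffer pH 7.2 with MgCl2/KCl, 1 h at room temperature. ATP formed was read by luciferase luminescence and normalized to no-enzyme and uninhibited controls.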
AmpC inh detg = blocks E. coli AmpC beta-lactamase in detergent assay. AmpC hydrolysis of nitrocefin, absorbance 480 nm, 0.01% Triton. Potency, µM (titrated, usually from 114 µM), for the others: top-dose activity change, negative = inhibition, usual class: inhibitors. AID 485294. 0.041% of 370,000 active;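 further: potency means the concentration at half of the fitted maximal effect; 0% = no-compound wells and -100% = no-enzyme wells; nearly all actives have a fitted effect of over 25% in size; some results filed as inactive show a strong effect at the top dose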
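AmpC (5.3 nM in the dispensed reagent) in 20 mM phosphate pH 7.0 with 0.01% (detergent screen) or 0.0001% Triton X-100 was preincubated with compounds for 15 min at room temperature. Nitrocefin was then added from an 800 uM solution, and hydrolysis was followed at 480 nm.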
The depositor's hits bear a star; ? = inconclusive; nt = not tested or not shown; & = joins results of further samples; [ ] = remark or other dose. Unless noted, the call rests on the fitted dose curve; in most records, active means well fitted curve in the direction sought with a large enough effect; inconclusive means small, poorly fitted or top-dose-only effect, or another doubt; inactive means no such curve, though single readings can be large; an effect the other way counts as inactive or inconclusive. Unless noted, on the % scale 0 is the no-effect control and ±100 the full control effect.

1: CSCc1nnc(NC(=O)c2ccc(S(=O)(=O)N(C)C)cc2)o1
2: CCOc1cc(/C=C2/C(=O)NN(c3cccc(Cl)c3)C2=O)ccc1O
3: CCC(=O)NC1=C(C#N)C2(CCCC2)Cc2ccccc21
4: COc1ccc(CCNC(=O)C(=O)NCC2CCCN2S(=O)(=O)c2cc(C)ccc2C)cc1 (stereo not drawn)
5: Cc1ccccc1C(C)NC(=O)COC(=O)Cn1cc(C(F)(F)F)ccc1=O (stereo not drawn)
compound no.,1,2,3,4,5
HCV inh,25%,17%,6%,?,21%
AMA1 RON2 block,67%[activator],0%,8%,8%,11%
AmpC no deterg,0%,-18%,56%,66%[activator],0%
Tb PYK inh,-4%,-9%,-17%,-4%,3%
HCMV antiviral,30,-13,8,-7,8
LmPK inh,-3%,-5%,2%,nt,nt
AmpC inh detg,-2%,?,-18%,?,-1%

Ordered by count of non-hydrogen atoms (highest first): part of the list above
4: COc1ccc(CCNC(=O)C(=O)NCC2CCCN2S(=O)(=O)c2cc(C)ccc2C)cc1 (stereo not drawn)
2: CCOc1cc(/C=C2/C(=O)NN(c3cccc(Cl)c3)C2=O)ccc1O
3: CCC(=O)NC1=C(C#N)C2(CCCC2)Cc2ccccc21
compound no.,4,2,3
HCV inh,?,17%,6%
AMA1 RON2 block,8%,0%,8%
AmpC no deterg,66%[activator],-18%,56%
Tb PYK inh,-4%,-9%,-17%
HCMV antiviral,-7,-13,8
LmPK inh,nt,-5%,2%
AmpC inh detg,?,?,-18%

(further entries)
6: COc1ccc(NC2=CC(c3ccc(OC)cc3)N(c3ccc(OC)cc3)C2=O)cc1 (stereo not drawn)
7: COc1cc(/C=N/NC(=O)c2cccc3ccccc23)cc(OC)c1OC
8: O=C(O)CCn1cc(/C=C/C(=O)c2ccc(Cl)cc2)c(-c2cccc(Br)c2)n1
9: CC(C)C[C@H](NC(=O)c1nc[nH]c1C(=O)N1CCc2ccccc2C1)C(=O)OC(C)(C)C
10: Cc1ccc(NC(=O)Cn2c(=O)n(-c3ccc(C)cc3)c(=O)c3ccc(C(=O)NCc4ccccc4Cl)cc32)cc1
compound no.,6,7,8,9,10
HCV inh,-17%,?,13%,-9%,nt
AMA1 RON2 block,-7%,61%[activator],-15%,114%[activator],nt
AmpC no deterg,-29%,-45%,82%[activator],108%[activator],nt
Tb PYK inh,2%,2%,-1%,1%,0%
HCMV antiviral,-32,18,?,-6,-60*
LmPK inh,0%,-6%,2%,2%,nt
AmpC inh detg,-2%,-1%,4%,2%,0%

11: COc1ccc(-c2noc(CCC(=O)NCc3ccc(OC)cc3OC)n2)cc1
12: Cc1sc(NC(=O)C2CC(=O)N(Cc3ccco3)C2)nc1-c1ccccc1 (stereo not drawn)
13: CC(=O)N1CCN(C(=S)c2ccc(-c3ccc(Cl)cc3)o2)CC1
14: O=C1/C(=C/N(C(=O)c2ccco2)c2ccc(Cl)cc2)Sc2ccccc21
15: COc1cc(C2NC(=O)NC(O)(C(F)(F)F)C2C(C)=O)cc(OC)c1OC (stereo not drawn)
compound no.,11,12,13,14,15
HCV inh,nt,nt,-20%,-8%,13%
AMA1 RON2 block,nt,2%,-10%,-12%,-8%
AmpC no deterg,nt,nt,83%[activator],-41%,-10%
Tb PYK inh,1%,-7%,-28%,-17%,-8%
HCMV antiviral,1,6,-18,nt,?
LmPK inh,nt,nt,1%,?,-1%
AmpC inh detg,3%,nt,-7%,-6%,5%

16: CC(=O)Nc1nnc(SCc2ccc(F)cc2)s1
17: Cc1ccc(N2CC(C(=O)Nc3ccccc3C(=O)NC3CCCCC3)CC2=O)cc1C (stereo not drawn)
18: CCOc1ccc(CCNC(=O)COC(=O)c2cccc(S(=O)(=O)N3CCOCC3)c2)cc1OCC
19: COc1ccc(-n2nnc(-c3nsc(NC(=O)c4cccc(C)c4)n3)c2C)cc1OC
20: COc1cc(OC)cc(-c2cc3nc(C)c(CCC(=O)NCc4ccccc4)c(C)n3n2)c1
compound no.,16,17,18,19,20
HCV inh,5%,-6%,10%,nt,?
AMA1 RON2 block,2%,39%[activator],-4%,nt,-16%
AmpC no deterg,-26%,nt,159%[activator],nt,105%[activator]
Tb PYK inh,3%,0%,-2%,2%,1%&0%
HCMV antiviral,37,102,12,-100*,-69*
LmPK inh,4%,nt,nt,nt,2%
AmpC inh detg,0%,nt,21%,2%,-2%&0%

21: CCc1cc(C(=O)Cc2ccc(F)cc2)c(O)cc1O
22: COC(=O)COc1cccc2c(=O)n(CC(=O)NCCc3ccc(OC)c(OC)c3)ccc12
23: CCc1ccc(CN2CCC(n3nccc3NC(=O)c3ccc4c(c3)OCO4)CC2)cc1
24: O=C(CSc1nnc(CNC(=O)c2ccccc2)o1)NCCc1ccccc1
25: COc1ccc(NC(=O)CSc2nnnn2C2CCCC2)c(OC)c1
compound no.,21,22,23,24,25
HCV inh,3%,1%[8.37 µM],?,nt,-3%
AMA1 RON2 block,16%[2.32 µM],-2%,-4%,5%,-7%
AmpC no deterg,-25%,8%,93%[activator],0%,1%
Tb PYK inh,-1%,6%,-4%,4%,4%
HCMV antiviral,-77*,28,10,6,9
LmPK inh,6%,-2%,5%,0%,5%
AmpC inh detg,-1%,?,4%,-1%,-13%

26: COc1ccccc1/C=C/C(=O)N1CCc2cc(OC)c(OC)cc2C1C (stereo not drawn)
27: Cc1c(C2=CCN(S(=O)(=O)c3ccc(Br)cc3)CC2)c2ccccc2n1CC(=O)N1CCCC1
28: COc1ccc(-c2nnc(SC)n2C)cc1
29: Cc1[nH]c(=O)[nH]c(=O)c1S(=O)(=O)N1CCN(c2ccccc2)CC1
30: COc1ccccc1NC(=O)C(Cc1ccc(Cl)cc1)c1nn[nH]n1 (stereo not drawn)
compound no.,26,27,28,29,30
HCV inh,22µM*,nt,5%,8%,9%
AMA1 RON2 block,-5%,nt,-3%,-4%,11%
AmpC no deterg,67%[activator],nt,-23%,-8%,-15%
Tb PYK inh,2%,-4%,4%,2%,5%
HCMV antiviral,-20,-4,-26,4,11
LmPK inh,-3%,nt,-1%,-2%,0%
AmpC inh detg,-5%,0%,-15%,4%,?

31: c1ccc(SCCN2CCN(c3ccccc3)CC2)cc1
32: O=C(Nc1cccc2ccccc12)c1ccc([N+](=O)[O-])o1
33: Cc1ccc(S(=O)(=O)N2CCN(c3nc(C)nc4sc5c(c34)CCC(C)C5)CC2)cc1 (stereo not drawn)
34: COc1ccc(NC(=O)C(CC(C)C)NC(=O)C2CCCCC2)cc1 (stereo not drawn)
35: CC(NC(=O)c1ccc(N2CCNCC2)c([N+](=O)[O-])c1)C12CC3CC(CC(C3)C1)C2 (stereo not drawn)
compound no.,31,32,33,34,35
HCV inh,1%,?,nt,nt,18%
AMA1 RON2 block,-11%,-1%,nt,nt,-12%
AmpC no deterg,-23%,-31%,-36%,nt,44%
Tb PYK inh,4%,0%,nt,-3%,3%
HCMV antiviral,39,?,nt,7,nt
LmPK inh,-5%,1%,0%,nt,4%
AmpC inh detg,0%,-6%,-5%,0%,-5%

36: Nc1c(C(=O)NCCN2CCOCC2)c2nc3ccccc3nc2n1-c1ccccc1
37: O=S(=O)(NCCc1ccccc1)c1ccc(S(=O)(=O)N2CCCCC2)cc1
38: COc1ccc(C2c3c(ncn(CCCO)c3=N)Oc3ccc4ccccc4c32)cc1OC (stereo not drawn)
39: O=C(Cc1cccs1)NNC(=S)NCc1ccc(Cl)cc1
40: CCOC(=O)C1CCN(c2ncnc3c2c(-c2ccccc2)cn3-c2ccccc2)CC1
compound no.,36,37,38,39,40
HCV inh,?,6%,?,9%,10µM*
AMA1 RON2 block,18%,0%,-22%,-8%,-12%
AmpC no deterg,177%[activator],-25%,162%[activator],-43%,48%
Tb PYK inh,5%,6%,1%,-17%,-6%
HCMV antiviral,-69*,13,16,-9,-38
LmPK inh,1%,4%,1%,10%,3%
AmpC inh detg,-8%,?,1%,-5%,3%

2 compounds drawn at random from the list so far, as already listed:
37: O=S(=O)(NCCc1ccccc1)c1ccc(S(=O)(=O)N2CCCCC2)cc1
40: CCOC(=O)C1CCN(c2ncnc3c2c(-c2ccccc2)cn3-c2ccccc2)CC1
compound no.,37,40
HCV inh,6%,10µM*
AMA1 RON2 block,0%,-12%
AmpC no deterg,-25%,48%
Tb PYK inh,6%,-6%
HCMV antiviral,13,-38
LmPK inh,4%,3%
AmpC inh detg,?,3%

(next part)
41: O=C(Nc1ccc(N2CCN(C(=O)c3ccco3)CC2)cc1)c1cccnc1Cl
42: CN1CCN(C(=O)/C(=C/c2cccnc2)NC(=O)c2cccc(Br)c2)CC1
43: COc1ccc(-c2oc(NC(=O)c3ccc(C)cc3)c(C#N)c2-c2ccc(OC)cc2)cc1
44: O=C(Cn1c(NCCO)nc2ccccc21)c1cccs1
45: COc1ccc(NS(=O)(=O)c2cccc(C(=O)O)c2)cc1S(=O)(=O)N1CCOCC1
compound no.,41,42,43,44,45
HCV inh,-5%,15%,-26%,4%,-13%
AMA1 RON2 block,-1%,9%,-6%,4%,-9%[11.6 µM]
AmpC no deterg,-1%,-6%,-33%,-19%,-23%
Tb PYK inh,-7%,-6%,-1%,-5%,-4%
HCMV antiviral,?,-26,9,39,37
LmPK inh,-2%,0%,5%,15%,nt
AmpC inh detg,6%,-5%,?,-21%,nt

46: O=C(CSc1nc(C2CC2)nc2sc3c(c12)CCCC3)NCc1ccco1
47: Clc1ccc(-c2nc(Cc3ccccc3)no2)cc1
48: CC(C)CN1C(=O)C(=O)N(CC(=O)N2c3ccccc3NC(=O)CC2C)C1=O (stereo not drawn)
49: O=C(Nc1ccc2c(c1)OCCO2)c1ccc(Cl)c(Cl)c1
50: CCO[C@@H]1OC(C(=O)O)=C[C@H](c2ccc3c(c2)OCO3)[C@H]1CCCO
51: CCCCNC(=O)CSc1nc2cc(OC)c(OC)cc2c(=O)n1Cc1ccc(OC)cc1
52: Cc1cc(C)c(C#N)c(Nc2cccc(C)c2C)n1
compound no.,46,47,48,49,50,51,52
HCV inh,4%,9%,-2%,-28%,16%,10%,-10%
AMA1 RON2 block,-1%,19%,-11%,1%,0%,11%,3%
AmpC no deterg,-22%,-27%,-14%,-24%,-10%,-4%,-11%
Tb PYK inh,4%,-3%,1%,-5%,-11%,-1%,-3%
HCMV antiviral,30,35,-20,23,-4,-36,-34
LmPK inh,-7%,-2%,nt,-7%,1%,-3%,-2%
AmpC inh detg,-4%,-6%,-1%,0%,3%,?,3%
